TDP1 cell CPT: qHTS for Inhibitors of human tyrosyl-DNA phosphodiesterase 1 (TDP1): qHTS in cells in presence of CPT. chicken DT40 Tdp1-/-;hTDP1 cells + 20 nM CPT, ATP luminescence, 48 h. 420,000 compounds, 12% hits. Potency, µM (series often up to 46.2 µM), inactives show at the top dose activity change, negative = growth inhibition, usual class: inhibitors; further: nearly all actives have a fitted effect of over 55% in size
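Chicken DT40 Tdp1-/- cells complemented with human TDP1, 400 cells/well, exposed to compounds plus 20 nM camptothecin for at least 48 h at 37 C; viability read as ATP content by CellTiter-Glo luminescence.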
TDP1 block: qHTS Assay for Inhibitors of Tyrosyl-DNA Phosphodiesterase (TDP1). AID 485290, 2010. Potency, µM (highest dose often 130 µM), for inactives: at the highest dose activity change, negative = inhibition, usual class: inhibitors. 350,000 compounds, 0.28% hits. recombinant TDP1, AlphaScreen DNA substrate cleavage; further: nearly all actives have a fitted effect of over 40% in size
Target sequence (Q9NUW8 whole entry, looked up): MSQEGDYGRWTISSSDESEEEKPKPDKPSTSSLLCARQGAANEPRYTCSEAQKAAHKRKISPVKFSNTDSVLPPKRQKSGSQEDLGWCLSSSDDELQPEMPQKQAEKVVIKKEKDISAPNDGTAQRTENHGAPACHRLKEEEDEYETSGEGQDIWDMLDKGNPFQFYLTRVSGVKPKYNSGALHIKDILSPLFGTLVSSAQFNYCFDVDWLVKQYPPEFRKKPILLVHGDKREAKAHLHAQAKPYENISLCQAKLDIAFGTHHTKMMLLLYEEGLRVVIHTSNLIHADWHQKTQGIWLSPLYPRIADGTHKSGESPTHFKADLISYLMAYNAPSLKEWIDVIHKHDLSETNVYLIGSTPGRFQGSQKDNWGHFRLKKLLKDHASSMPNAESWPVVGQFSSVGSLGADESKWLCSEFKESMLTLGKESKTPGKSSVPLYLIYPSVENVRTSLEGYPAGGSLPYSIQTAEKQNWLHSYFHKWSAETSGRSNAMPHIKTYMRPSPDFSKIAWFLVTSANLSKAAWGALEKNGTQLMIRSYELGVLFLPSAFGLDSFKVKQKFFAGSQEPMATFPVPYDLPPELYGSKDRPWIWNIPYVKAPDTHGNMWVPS
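Steps: enzyme plus compound, 15 min RT; add biotin/phosphotyrosine-FITC oligonucleotide (15 nM final), react 5 min; add donor/acceptor beads (10 ug/ml final), 10 min; read AlphaScreen. Tdp1 at 1 nM final.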
DT40 TDP1 no CPT: qHTS for Inhibitors of human tyrosyl-DNA phosphodiesterase 1 (TDP1): qHTS in cells in absence of CPT; DT40 Tdp1-/- hTDP1 cells, no CPT, ATP luminescence, 48 h; Potency, µM (titrated, usually from 46.2 µM), without a hit: top-dose activity change, negative = growth inhibition, hits mostly inhibitors; 420,000 compounds, 15% hits; further: nearly all actives have a fitted effect of over 55% in size
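Growth of hTDP1-complemented DT40 Tdp1-knockout cells is measured by ATP luminescence after at least 48 hr compound exposure at 37 °C, with DMSO substituting for the 20 nM CPT used in the parallel screen.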
* = called active by the depositor; ? = inconclusive; nt = no result given; [ ] = another dose, or the depositor's remark. The call rests on the fitted dose curve; in most records, active means well fitted curve in the direction sought with a large enough effect; inconclusive means small, poorly fitted or top-dose-only effect, or another doubt; inactive means no such curve, though single readings can be large; an effect the other way counts as inactive or inconclusive. On the % scale 0 is the no-effect control and ±100 the full control effect; potency means the concentration at half of the fitted maximal effect.

Values run as follows: TDP1 block, DT40 TDP1 no CPT, TDP1 cell CPT
> O=c1c2c(-c3ccccc3)csc2ncn1/N=C/c1ccc(O)c([N+](=O)[O-])c1
  5%, -3%, -26%
> CCCC/C(=N\NC(=O)c1ccc(Br)o1)c1ccccc1
  5%, ?, -20%
> CCOc1ccc(-n2c(O)c(/C=N/Nc3nc(C)cc(C)n3)c3ccccc3c2=O)cc1
  11%, 3.3µM*, 2.6µM*
> Cc1ccc(NC2=C(Cl)C(=O)OC2NC(=O)c2ccccc2)cc1 (configuration not stated)
  2%[56.1 µM], -21%, -17%
> NCCNc1ccc2nnnn2n1
  -3%, 2%, -10%
> COC(=O)C1C(=O)OC(C)(C)C1C(C)C(=O)c1ccccc1 (configuration not stated)
  -1%, 1%, 11%
> NC(=O)SCC(=O)Nc1ccccc1C(=O)O
  4%, -16%, ?
> O=c1cc2oc3cc(O)c(O)cc3c(-c3ccccc3[N+](=O)[O-])c-2cc1O
  nt, 23µM*, 21µM*
> CC(=O)Nc1ccc2c(c1)CCC2=O
  1%, 4%, 23%
> N#Cc1c(-c2ccco2)cc(-c2ccc(F)cc2)nc1N
  2%, 18µM*, ?
> COc1ccccc1CNC(=O)[C@H](NC(=O)C1CCN(C(=O)[C@@H](N)CCSC)CC1)C(C)C
  nt, -8%, -3%
> CCOc1ccc(NCc2cccn2-c2nnc(N3CCC(C(=O)NCCCN4CC(C)CC(C)C4)CC3)s2)cc1 (configuration not stated)
  16%, ?, ?
> CCOC(=O)c1ccc(N=Cc2c(O)c3ccccc3oc2=O)cc1
  nt, -12%, 1%
> CCc1nc2ccccc2c(C(=O)OC2CCCCC2=O)c1C (configuration not stated)
  7%, ?, -19%
> Cc1cccc(N(CC(=O)NC2CCCC2)C(=O)CCC(=O)Nc2nc(C)cs2)c1
  11%, -24%, -21%
> O=C(CC(n1cncn1)C(Cl)(Cl)Cl)c1ccc([N+](=O)[O-])cc1 (configuration not stated)
  nt, 15µM*, 16µM*
> CN1C(=O)/C(=C/c2ccc(OCc3ccccc3F)cc2)N(C)C1=S
  nt, -28%, ?
> O=C(CCc1nc(-c2ccccc2)no1)NCc1ccco1
  2%, ?, -8%
> COc1ccc2[nH]c3c(c2c1)CCN1C(=O)C(CC(=O)NCCc2ccccn2)C[C@H](C(=O)N(C(C)C)C(C)C)[C@@]31C (some centres not stated)
  1%[56.1 µM], ?, ?
> CN(c1cccc(NC(=O)c2ccc(C(C)(C)C)cc2)c1)S(C)(=O)=O
  5%, 21µM*, 23µM*
> CCn1c(C(=O)N2CCC(Cc3ccccc3)CC2)cc2sccc21
  7%, ?, ?
> O=C(Nc1ccc(Cl)cc1)c1csc([C@@H]2C[C@H](O)[C@@H](CO)O2)n1
  nt, -23%, ?
> Cc1sc2ncn(CC(=O)N3CCN(c4ccccn4)CC3)c(=O)c2c1S(=O)(=O)N1CCCCC1
  6%, -27%, -1%
> CCOC(=O)c1c(C)nc2c(c1-c1cc(OC)c(OC)c(OC)c1)C(=O)c1ccccc1-2
  5%, -15%, 7%
> COc1ccc(S(=O)(=O)N2CCCC2C(=O)Nn2cnnc2)cc1 (configuration not stated)
  2%, -4%, 11%
> O=C(CCNS(=O)(=O)c1c(Cl)cccc1Cl)OCC(=O)c1ccccc1F
  4%, -13%, 12%
> O=C(CN1C(=O)NC2(CCCCCC2)C1=O)N1CCN(S(=O)(=O)c2ccccc2)CC1
  0%, -10%, -20%
> CCOC(=O)N1CCN(c2nc3ccccc3nc2C(C#N)C(=O)NCCc2ccccc2)CC1 (configuration not stated)
  -3%, 21µM*, 16µM*
> N#Cc1cc2c(nc1SCC(=O)N1CCCCC1)CCCCC2
  3%, ?, -20%
> NC(=O)C1CCN(C(=O)Cc2ccsc2)CC1
  3%, 4%, -4%
> O=S(=O)(NCc1ccc(Cl)cc1)c1cnc[nH]1
  -12%, -6%, 8%
> CCC1CN(CC(=O)NC(c2ccccn2)C(F)(F)F)Cc2cc(OC)ccc2O1 (configuration not stated)
  nt, -19%, -5%[9.04 µM]
> CCOc1ccc(Oc2c(/C=N/NC(=O)C3CC3)c(C)nn2-c2ccccc2)cc1
  3%, 15µM*, ?
> Cc1ccc(C(=O)NCCc2nnc(SCC(=O)Nc3nc(-c4ccccc4)cs3)n2C)cc1
  3%, -6%, -10%
> COc1ccc(CCNc2ncnc3sc(C(=O)N4CCCC4)c(C)c23)cc1OC
  nt, ?, 4%[9.04 µM]
> C[C@@H]1CCC[C@@]2(O[C@H](CCO)C[C@H](O)[C@H]2O)O1
  nt, -27%, ?
> CC(=O)c1ccc(NC(=O)COC(=O)CC2CC3CCC2C3)cc1 (configuration not stated)
  -1%, -7%, -21%
> CC(C)C(NC(=O)OCc1ccccc1)C(=O)NCc1ccc(C(=O)O)cc1 (configuration not stated)
  3%, 0%, -4%
> CC1(C)C2([N+](=O)[O-])CN(CCO)CC1([N+](=O)[O-])CN(CCO)C2
  4%, -20%, -15%
> O=C(c1cc(C2CCCCN2S(=O)(=O)c2ccccc2)on1)N1CCOCC1 (configuration not stated)
  nt, -3%, -15%

Four of the compounds above, as tab-separated lines:
mol	TDP1 block	DT40 TDP1 no CPT	TDP1 cell CPT
CC(=O)c1ccc(NC(=O)COC(=O)CC2CC3CCC2C3)cc1 (configuration not stated)	-1%	-7%	-21%
CCOC(=O)N1CCN(c2nc3ccccc3nc2C(C#N)C(=O)NCCc2ccccc2)CC1 (configuration not stated)	-3%	21µM*	16µM*
NC(=O)C1CCN(C(=O)Cc2ccsc2)CC1	3%	4%	-4%
N#Cc1cc2c(nc1SCC(=O)N1CCCCC1)CCCCC2	3%	?	-20%

The list continues.
Values run as follows: TDP1 block, DT40 TDP1 no CPT, TDP1 cell CPT
> CCN(C(=O)CSc1nc2ccccc2n1CCc1ccccc1)C1CCS(=O)(=O)C1 (configuration not stated)
  2%, ?, ?
> CC(Oc1ccc(-c2nnco2)cc1)C(=O)N1CCOCC1 (configuration not stated)
  nt, 3%, 12%
> Cc1nnc(N2CCN(Cc3ccccc3)CC2)[nH]c1=O
  7%, -17%, -16%
> CC1Cn2c(nnc2-c2cc3ccccc3cc2O)S1 (configuration not stated)
  2%, -20%, -11%
> CC(=O)OCC1OC(n2c(Br)nc3c(=O)[nH]c(N)nc32)C(OC(C)=O)C1OC(C)=O (configuration not stated)
  12%[56.1 µM], 22%, 11%
> COc1ccc(-n2cnc3cc(NCc4ccco4)ccc32)cc1
  12%, ?, ?
> NC(Cc1c[nH]c2ccccc12)C(=O)NCc1ccccc1 (configuration not stated)
  nt, ?, -5%
> O=C(C1CC(=O)N(C2CCCCC2)C1)N1CCN(c2cccc(C(F)(F)F)c2)CC1 (configuration not stated)
  1%, ?, 16µM*
> C[C@H](NC(=O)C1CC(=O)N(c2ccc3c(c2)OCO3)C1)C(=O)NC1CCCCC1 (some centres not stated)
  0%, ?, ?
> O=C(Nc1cc(Cl)ccc1F)C1=COCCO1
  nt, -11%, -29%
> Cc1oc(-c2ccc(-c3ccccc3)cc2)nc1CN1CCN(CC(=O)N(C)C)CC1
  2%, 2%, 4%
> CN1CCN(C(=O)c2cc(=O)c3cc(Cl)cc(Cl)c3o2)CC1
  nt, -20%, 14%
> CC12CCC(=O)N1C(C(=O)NCCN1C(=O)S/C(=C\c3ccc(F)cc3)C1=O)CS2 (configuration not stated)
  nt, ?, ?
> O=C1CCC(C(=O)OCC(=O)c2c[nH]c3ccccc23)=NN1
  3%, -16%, -9%
> CCCc1cc2c(cc1NC(=O)c1ccccc1C)OCO2
  -2%, -26%, -23%
> COC(=O)C1C(=O)/C(=C/N(C)C)C(=O)CC1(C)C (configuration not stated)
  -10%, -11%, -4%
> CCn1c(=O)cc(SCC(=O)N2CCN(c3ccccn3)CC2)c2ccccc21
  7%, ?, 2%
> O=S(=O)(NCC(c1ccccc1)N1CCC(O)CC1)c1ccc(Cl)cc1 (configuration not stated)
  1%, 9%, -23%
> Cc1ccc(-c2ccc(=O)n(CCC(=O)N3CCN(c4ccccc4)CC3)n2)cc1
  nt, ?, 1%
> Cc1cc2cc(C(c3nnnn3C3CCCC3)N(Cc3cccnc3)Cc3ccco3)c(=O)[nH]c2cc1C (configuration not stated)
  3%, ?, ?

Grouped by structure, the compounds so far containing an aryl thioether with sulfur outside any ring (4)
Values run as follows: TDP1 block, DT40 TDP1 no CPT, TDP1 cell CPT
> N#Cc1cc2c(nc1SCC(=O)N1CCCCC1)CCCCC2
  3%, ?, -20%
> Cc1ccc(C(=O)NCCc2nnc(SCC(=O)Nc3nc(-c4ccccc4)cs3)n2C)cc1
  3%, -6%, -10%
> CCN(C(=O)CSc1nc2ccccc2n1CCc1ccccc1)C1CCS(=O)(=O)C1 (configuration not stated)
  2%, ?, ?
> CCn1c(=O)cc(SCC(=O)N2CCN(c3ccccn3)CC2)c2ccccc21
  7%, ?, 2%

The list goes on:
Values run as follows: TDP1 block, DT40 TDP1 no CPT, TDP1 cell CPT
> CCCC(C)C(=O)Nc1ccc(NC(C)=O)cc1 (configuration not stated)
  3%, -14%, -3%
> Cc1cccc(-c2cc(C(=O)N/N=C/c3cccnc3)c3ccccc3n2)c1
  nt, ?, ?
> CSc1ccc(-c2cccc3nncn23)cc1
  nt, -15%, 0%
> COc1ccc(-c2nc(CSc3nnc(C)n4c3cc3oc(C)cc34)c(C)o2)cc1OC
  3%, ?, ?
> Cc1ccc(C)c(-n2c(-c3csc(C)c3C)n[nH]c2=S)c1
  5%, -9%, 3%
> CCOc1ccc(C(=O)Nc2nnc(C)s2)cc1OCC
  4%, -4%, 18%
> Cc1csc(NC(=O)Cc2c[nH]c3ccccc23)n1
  9%, 2%, -3%
> COc1cccc(C(=O)/C=C/Nc2ccc(S(=O)(=O)Nc3cccc(C(C)=O)c3)cc2)c1
  1%, 16µM*, 18µM*
> CSc1ccc(CN2CCC(C)(Oc3cccc(Cl)c3)C2)cc1 (configuration not stated)
  nt, ?, ?
> COc1ccc(OC)c(N(CC(=O)Nc2cccnc2)S(=O)(=O)c2ccccc2)c1
  -1%, ?, ?
> O=c1[nH]nc(-c2ccc([N+](=O)[O-])o2)c(=O)[nH]1
  nt, -8%, 1%
> COc1cc(CN(C(=S)NCC(=O)NC2CCCC2)C2CCCC2)cc(OC)c1OC
  -8%, ?, ?
> O=C(CN(Cc1ccccc1)S(=O)(=O)c1ccc(Br)cc1)NCC1CCCO1 (configuration not stated)
  7%, ?, ?
> CC(=O)c1cccc(NC(=O)C2CCCN(S(=O)(=O)c3ccccc3)C2)c1 (configuration not stated)
  -2%, ?, ?
> CN(Cc1cn(C)c2ccccc12)C(=S)Nc1cc(F)cc(F)c1
  -3%, ?, -25%
> Cc1cc(/C=N\NC(=O)COc2cccc3cccnc23)c(C)n1-c1ccc(Br)cc1
  11%, -20%, ?
> CC(NC(=O)CNC(=O)Cc1cccc2ccccc12)c1ccc(S(N)(=O)=O)cc1 (configuration not stated)
  6%, 16%, 34%[activator]
> Cc1cccc(N2CCN(C(=O)CCNC(=O)Cn3ccc4ccccc4c3=O)CC2)c1C
  6%, 15µM*, ?
> COc1ccc(OCC(=O)Nc2ccc(NC(=O)c3ccco3)c(C)c2)cc1
  1%, 0%, -2%
> N#Cc1ccc(OCC(=O)OCCCOC(=O)COc2ccc(C#N)cc2)cc1
  6%, -2%, 1%
> O=C(CSc1nnnn1-c1cccc2ccccc12)Nc1ccc(N2CCOCC2)c(Cl)c1
  2%, ?, ?
> CC(C)Oc1ccc(-c2nc3c(C#N)c[nH]n3c2NC2CCCCC2)cc1
  6%, 23µM*, ?
> CCN1C(=O)CC(N2CCN(c3ccc(C(=O)c4ccncc4)cc3)CC2)C1=O (configuration not stated)
  3%, -13%, ?
> Cc1cccc(C)c1NC(=O)CSc1nnc(NC(=O)CN2CCOCC2)s1
  2%, -1%, -14%
> CC1(C)CC(=O)C2=C(C1)OC(c1ccncc1)C(C#N)=C2N (configuration not stated)
  7%, -21%, -12%
> CCCC(CCC)C(=O)Nc1ccc2c(c1)N(C(=O)CCN1CCN(C)CC1)c1ccccc1CC2
  1%, ?, ?
> O=C(O)c1cccc(S(=O)(=O)N2CCCC(c3nc4c(nnn4Cc4ccc(F)cc4)c(=O)[nH]3)C2)c1 (configuration not stated)
  nt, -9%, -1%
> CCCCn1c(=O)nc2n(-c3ccc(C)cc3)c3ccccc3cc-2c1=O
  2%, ?, 6%
> CCOC(=O)C1=C(C)N=C2SC(C)C(=O)N2C1c1ccc(OCC)c(OCC)c1 (configuration not stated)
  4%, ?, -13%
> COc1ccc(CC(=O)Nc2ccc(-c3cn4ccccc4n3)cc2)cc1OC
  3%, -16%, -8%

High-throughput results as filed in PubChem.

Outcome played no part in choosing rows. About 18% of those tested had a hit in this group.
